Compound activity: PubChem BioAssay, National Center for Advancing Translational Sciences (NCATS)
AmpC detergent: AmpC beta-lactamase inhibition with detergent present | Potency, µM (top dose mostly 114 µM), for the others: top-dose activity change, negative = inhibition, most hits filed as inhibitors | hit rate 0.041% among 370,000 | AmpC hydrolysis of nitrocefin, absorbance 480 nm, 0.01% Triton | P00811;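 note: potency is the fitted concentration of half-maximal effect; 0% = no-compound wells and -100% = no-enzyme wells; nearly all actives have a fitted effect of over 25% in size; some results filed as inactive show a strong effect at the top dose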
Target sequence (P00811 whole entry, looked up): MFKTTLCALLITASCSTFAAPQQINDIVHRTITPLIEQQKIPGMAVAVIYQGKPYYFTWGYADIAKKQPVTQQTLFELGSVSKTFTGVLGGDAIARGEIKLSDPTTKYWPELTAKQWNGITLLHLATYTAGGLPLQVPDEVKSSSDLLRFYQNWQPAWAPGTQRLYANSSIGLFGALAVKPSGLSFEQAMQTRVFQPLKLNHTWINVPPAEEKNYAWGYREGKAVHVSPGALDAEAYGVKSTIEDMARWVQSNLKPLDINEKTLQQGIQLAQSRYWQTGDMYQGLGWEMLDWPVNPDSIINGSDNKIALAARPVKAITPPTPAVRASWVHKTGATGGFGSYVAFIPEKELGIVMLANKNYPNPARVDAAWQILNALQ
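AmpC (5.3 nM in the dispensed reagent) in 20 mM phosphate pH 7.0 with 0.01% (detergent screen) or 0.0001% Triton X-100 was preincubated with compounds for 15 min at room temperature. Nitrocefin was then added from an 800 uM solution, and hydrolysis was followed at 480 nm.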
FBPA Giardia inh: blocks Giardia fructose-bisphosphate aldolase activity; A8B2U2; purified Giardia FBPA; Potency, µM (titrated, usually from 59.6 µM), without a hit: at the highest dose activity, negative = inhibition, usual class: inhibitors; hit rate 0.71% among 290,000; note: potency is the fitted concentration of half-maximal effect; % is set by controls: 0 for no effect and ±100 for the full control effect; nearly all actives have a fitted effect of over 55% in size
Target sequence (A8B2U2 whole entry, looked up): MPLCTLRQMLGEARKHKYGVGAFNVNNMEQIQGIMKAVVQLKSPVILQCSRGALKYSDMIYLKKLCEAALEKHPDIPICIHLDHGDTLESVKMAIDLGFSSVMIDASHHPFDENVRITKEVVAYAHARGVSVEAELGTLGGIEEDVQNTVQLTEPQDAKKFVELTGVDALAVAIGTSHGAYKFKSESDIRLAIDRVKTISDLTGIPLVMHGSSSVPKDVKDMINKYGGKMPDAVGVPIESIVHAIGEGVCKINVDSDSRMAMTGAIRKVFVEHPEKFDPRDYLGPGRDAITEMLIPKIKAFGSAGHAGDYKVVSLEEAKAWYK
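Giardia FBPA (40 nM reagent) was preincubated 10 min at RT with compound (up to 57.5 uM final), then substrate plus GAPDH/TPI/NAD/arsenate coupling system with diaphorase/resazurin was added; resorufin fluorescence (525/598 nm) was read after 20 min.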
Shiga toxin inh: Shiga toxin inhibition. Vero cells, Shiga toxin protein synthesis inhibition reporter. inhibition, % at 38.7 µM. hit rate 9.2% among 290,000; in the data active = inhibition mostly above about 28%, no sharp cut-off; inactive = mostly below about 43%; note: 0% is about no effect
HCMV inh: blocks human cytomegalovirus replication; HFF cells, HCMV-luciferase reporter, 72 h; hits give low values; activity change, negative = inhibition, % at 57.5 µM; hit rate 4.5% among 410,000; AID 1259415; in the data active = activity change below about -60%; inconclusive = no clear call, values can overlap the other calls; inactive = above about -39%; note: % is set by controls: 0 for no effect and ±100 for the full control effect
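HFF cells seeded 16 h at 37C, treated with compounds, infected with luciferase-reporter HCMV at MOI 1 PFU/cell; luciferase read at 72 h post infection, normalized to buffer-only and Salinomycin controls.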
AmpC no deterg: inhibitors of E. coli AmpC beta-lactamase without detergent | AmpC nitrocefin hydrolysis, absorbance 480 nm, 0.0001% Triton | Potency, µM (titrated, usually from 57.1 µM), inactives show at the top dose activity change, negative = inhibition, hits mostly inhibitors | hit rate 0.52% among 330,000 | AID 485341;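 note: potency is the fitted concentration of half-maximal effect; plate controls were no compound for no effect and no enzyme for full effect; nearly all actives have a fitted effect of over 20% in size; some results filed as inactive show a strong effect at the top dose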
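20 mM phosphate pH 7.0 + 0.01% (detergent screen) or 0.0001% Triton X-100; 5.3 nM AmpC reagent; cpd preinc 15 min RT; nitrocefin (800 uM stock) to start; A480 q20 s × 4 min; Activity was normalised to no-enzyme and no-compound control wells.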
CHX counter: affects cycloheximide protein synthesis inhibition readout, counter-screen; cell reporter, cycloheximide protein synthesis inhibition counterscreen; hit rate 12% among 300,000; max response, %; in the data active = max response mostly above about 13%, no sharp cut-off; inactive = mostly below about 14%; note: read at 38.3 µM for the half of the compounds with a filed dose; 0% is about no effect
AMA1-RON2 inh: disrupts binding of P. falciparum AMA1 to RON2; hit rate 0.2% among 360,000; AlphaScreen AMA1-biotinylated RON2 peptide binding; AID 720542; Potency, µM (top dose mostly 58.2 µM), without a hit: at the highest dose activity change, negative = inhibition, actives largely listed as inhibitors;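 note: potency is the fitted concentration of half-maximal effect; 0% = vehicle wells and -100% = peptide control; nearly all actives have a fitted effect of over 45% in size; some results filed as inactive show a strong effect at the top dose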
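AMA1 (3D7) with his tag at 25 nM final met compounds first, then biotinylated RON2 peptide at 25 nM; detection used donor plus acceptor beads, 10 µg/mL apiece, read by AlphaScreen after 30 min at room temperature.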
An asterisk follows results filed as active; ? = inconclusive; · = no result given; [ ] = another dose, or the depositor's remark. Unless noted, calls come from the whole dose curve; as a rule, active = well fitted curve in the direction sought with a large enough effect; inconclusive = small, poorly fitted or top-dose-only effect, or another doubt; inactive = no such curve, though single readings can be large; an effect the other way counts as inactive or inconclusive. Outcome played no part in choosing rows (roughly 16% active in at least one column).

SMILES | AmpC detergent | FBPA Giardia inh | Shiga toxin inh | HCMV inh | AmpC no deterg | CHX counter | AMA1-RON2 inh
O=C(Nc1ccc(Cl)cc1)c1nc[nH]c1C(=O)NCCCCNC(=O)c1[nH]cnc1C(=O)Nc1ccc(Cl)cc1 | · | · | · | ? | -13% | · | 97%[activator]
Cc1c(C(=O)Nc2nc3ccccc3[nH]2)oc2ccc(Br)cc12 | 0% | 17% | 14* | 36 | -24% | 12 | 92%[activator]
CCOc1ccc(CCNC(=O)COC(=O)c2cc(OC)cc(OC)c2)cc1OCC | -10% | 2% | -22 | -27 | 55% | -1 | -8%
COc1ccc(N(C)S(=O)(=O)c2cccc(C(=O)NCC3CCCO3)c2)cc1 (stereo unspecified) | 7% | 6% | 3 | ? | 33% | -5 | 13%
Cc1nc(SCc2ccc(OCCC(C)C)cc2)n[nH]1 | -4% | -7% | 154* | -20 | 16% | 49* | -2%
Cc1ccc(NC(=O)CNc2ccccc2N2CCCC2=O)cc1S(=O)(=O)N1CCOCC1 | -14% | · | · | -9 | 58% | · | -5%
CC(C)CC(=O)Nc1ccc(C(=O)COC(=O)C2CC(=O)N(Cc3ccccc3)C2)cc1 (stereo unspecified) | -10% | · | · | 0 | 9% | · | -3%
CCOc1ccc(S(=O)(=O)N2CCCCC2)cc1NC(=O)CCNC(=O)c1ccco1 | -20% | · | · | -15 | -19% | · | 8%
COc1ccc2oc(C(=O)OCC(=O)N3CCN(S(=O)(=O)c4ccc(C)cc4)CC3)c(C)c2c1 | -7% | · | -8 | -22 | 7% | -2 | -8%
Cc1ccc(C)c(NCC(O)c2ccccc2)c1 (stereo unspecified) | -1% | 0% | 14 | 14 | -8% | -1 | -11%
CCNC(=S)Nc1ccc(OC(F)(F)F)cc1 | 2% | 1% | -3 | ? | -10% | 16 | -3%
O=C(CSC1=NS(=O)(=O)c2cc(Cl)ccc2N1)Nc1ccccc1C(F)(F)F | -9% | · | · | -10 | -27% | · | -13%
CCN1CCC(NCC2CCCCC2)CC1 | 3% | ? | 15 | 6 | -17% | -1 | -2%
Cc1cccc(Cn2cnc3ccccc32)c1 | 0% | 5% | -10 | -15 | -6% | -7 | -5%
CS(=O)(=O)c1ccc2nc(NC(=O)c3ccc(Cl)cc3)sc2c1 | -12% | -13% | 17 | -1 | -19% | 16* | -2%
CC(=O)c1ccc(NC(=O)c2cnsn2)cc1 | 5% | 1% | 82* | 6 | -18% | 31* | -13%
COCCCn1c(=O)c2sccc2n(Cc2ccccc2)c1=O | ? | -2% | -18 | 2 | -3% | 2 | 5%
COc1cc(SC)ccc1C(=O)Nc1ncc(C)s1 | 7% | -20% | 9 | -82* | 33% | -7 | -2%
O=C(/C=C/c1ccccn1)c1cc(Br)ccc1O | 0% | -2% | 13 | 24 | -21% | 10 | -4%
COc1ccccc1C1=NOC(Cn2c(=O)c3c(ncn3C)n(C)c2=O)C1 (stereo unspecified) | -10% | 0% | 18 | 4 | -5% | 10 | 3%
Cc1ccc(C)c(NC(=O)c2ccccc2NS(=O)(=O)c2cc([N+](=O)[O-])ccc2C)c1 | -19% | 18% | -13 | -87* | -42% | -2 | -15%
Cc1ccc(C(=O)Nc2ncc([N+](=O)[O-])s2)cc1 | ? | 16µM* | -6 | -70* | -18% | -7 | 12%
COc1ccc(C)cc1NC(=S)Nc1ccccc1SC | -6% | 3% | 2 | 17 | -20% | -4 | -5%
O=C(Nc1ccccc1)/C(=C1\CCCN1)[N+](=O)[O-] | -14% | 3% | 4 | 12 | -10%[11.4 µM] | 12 | 5%
Nc1[nH]c2cc([N+](=O)[O-])ccc2c1-c1ccccn1 | -6% | 15% | -3 | 20 | -32% | 10 | 0%

Quoted at random: seven compounds from above, in no set order.
SMILES | AmpC detergent | FBPA Giardia inh | Shiga toxin inh | HCMV inh | AmpC no deterg | CHX counter | AMA1-RON2 inh
Cc1c(C(=O)Nc2nc3ccccc3[nH]2)oc2ccc(Br)cc12 | 0% | 17% | 14* | 36 | -24% | 12 | 92%[activator]
CCOc1ccc(CCNC(=O)COC(=O)c2cc(OC)cc(OC)c2)cc1OCC | -10% | 2% | -22 | -27 | 55% | -1 | -8%
O=C(Nc1ccccc1)/C(=C1\CCCN1)[N+](=O)[O-] | -14% | 3% | 4 | 12 | -10%[11.4 µM] | 12 | 5%
COc1ccc(C)cc1NC(=S)Nc1ccccc1SC | -6% | 3% | 2 | 17 | -20% | -4 | -5%
Cc1ccc(C)c(NCC(O)c2ccccc2)c1 (stereo unspecified) | -1% | 0% | 14 | 14 | -8% | -1 | -11%
COc1ccc2oc(C(=O)OCC(=O)N3CCN(S(=O)(=O)c4ccc(C)cc4)CC3)c(C)c2c1 | -7% | · | -8 | -22 | 7% | -2 | -8%
CCN1CCC(NCC2CCCCC2)CC1 | 3% | ? | 15 | 6 | -17% | -1 | -2%

Profiles, quoted from the list. Screens in order: AmpC detergent | FBPA Giardia inh | Shiga toxin inh | HCMV inh | AmpC no deterg | CHX counter | AMA1-RON2 inh
Listed for Cc1cccc(Cn2cnc3ccccc32)c1 : 0% | 5% | -10 | -15 | -6% | -7 | -5%
Listed for Cc1nc(SCc2ccc(OCCC(C)C)cc2)n[nH]1 : -4% | -7% | 154* | -20 | 16% | 49* | -2%
Listed for Cc1ccc(C(=O)Nc2ncc([N+](=O)[O-])s2)cc1 : ? | 16µM* | -6 | -70* | -18% | -7 | 12%
Listed for Cc1ccc(C)c(NCC(O)c2ccccc2)c1 (stereo unspecified) : -1% | 0% | 14 | 14 | -8% | -1 | -11%

The results go on.
SMILES | AmpC detergent | FBPA Giardia inh | Shiga toxin inh | HCMV inh | AmpC no deterg | CHX counter | AMA1-RON2 inh
CCCCNc1ncnc2sc3c(c12)CCN(CCC)C3 | -14% | 2% | -1 | -62* | -10% | -2 | 0%
O=C(Nc1nc2c(F)cc(F)cc2s1)c1ccc([N+](=O)[O-])o1 | -13% | -18% | 50* | 9 | -13% | 26* | -5%
COc1ccc(C2CC(=O)N3CN(c4ccc(C)c(Cl)c4)CSC3=C2C#N)cc1 (stereo unspecified) | ? | ? | 3 | -9 | -48% | 6 | 25%
NS(=O)(=O)c1ccc(NC(=O)CCc2ccccc2)cc1 | -11% | 0% | -7 | 6 | -22% | -3 | 15%
Cc1cccc(NC(=O)c2ccc3c(c2)OCCO3)n1 | -9% | · | 50* | · | -14% | 45* | 0%
Cc1cccc(C)c1NC(=O)CSc1cc(C(=O)c2nccn2C)c2ccccc2n1 | -15% | -1% | 13 | -34 | 3% | -1 | -19%
O=C(/C=C/c1ccco1)Nc1ccc2nc3n(c(=O)c2c1)CCCC3 | 4% | 2% | 66* | -4 | 21% | 52* | -19%
O=C1CC(C(=O)Nc2nccs2)C(c2ccccc2)O1 (stereo unspecified) | -12% | -3% | -12 | -15 | -20% | -1 | 13%
COCCN(C(C)=O)c1nnc(-c2ccccn2)s1 | -11% | -2% | 39 | -6 | -11% | 18* | 28%
CCCN1CCN(C(=O)c2ccc(-c3ccc([N+](=O)[O-])cc3)o2)CC1 | -2% | · | · | -28 | -16% | · | -6%
CNC(=S)N(Cc1cc2cc(OC)c(OC)cc2[nH]c1=O)C1CCCC1 | -7% | 10% | -3 | -20 | 44% | -2 | -2%
CCC(C)(C)NC(=O)COc1ccc(OCc2ccccc2)cc1 | -9% | 1% | 27 | -1 | 5% | 16 | -5%
Cc1[nH]c2ccccc2c(=O)c1SC(F)(F)C(F)C(F)(F)F (stereo unspecified) | -1% | 0% | 13 | 87 | -15% | -3 | -4%
CCN1C(=O)C(CC(=O)Nc2ccc(F)cc2)N(Cc2ccc3c(c2)OCO3)C1=S (stereo unspecified) | -1% | 4% | -5 | 7 | 2% | 7 | -27%
[O-][n+]1c2ccccc2c2n1CCN=C2c1ccc(Cl)cc1 | -7% | · | · | -1 | -15% | · | -1%
Cc1cc(C(=O)N2CCN(c3ccc(C(F)(F)F)cn3)CC2)c(C)o1 | 6% | -2% | 12 | -38 | 32% | 11 | -7%
O=C(CCN1C(=O)C2C3CC(C(Br)C3Br)C2C1=O)OCC(=O)c1ccccc1 (stereo unspecified) | 0% | -2% | 10 | -17 | 33% | 4 | 2%
COc1ccc(Nc2nc(N)nc(CN3CCOCC3)n2)cc1 | ? | -19% | 15 | 12 | -27% | 5 | 41%[activator]
COc1cc(NC(=O)c2cc3ccccc3cc2OC)ccc1NC(=O)c1cccs1 | 3% | · | -3 | · | -5% | 1 | 0%
COc1cccc2c1OC1(C)CC2NC(=O)N1c1cccc(C(=O)N2CCN(c3ccccc3)CC2)c1 (stereo unspecified) | 7% | 2% | -16 | -19 | 90%[activator] | -6 | 6%
CCn1c(SCc2nc3sc(C(=O)O)c(C)c3c(=O)[nH]2)nc2ccccc21 | ? | -5% | -15 | 17 | -29% | -3 | -2%
Cc1cc(OCC(=O)NC(C)c2ccccc2)ccc1[N+](=O)[O-] (stereo unspecified) | 1% | 4% | -4 | -40 | 116%[activator] | 1 | 115%[activator]
Cc1nnc(SCCC(=O)Nc2nc(-c3ccccc3)ns2)s1 | 6% | -7% | 22 | 16 | · | 11 | 4%
O=C(CN1CCN(S(=O)(=O)c2ccc(Cl)s2)CC1)N1CCOCC1 | 1% | 0% | 43 | 36 | -7% | -3 | 21%
Cc1cc(O)c(C(C)C)cc1NC(=O)Nc1cccc2ccccc12 | -3% | -2% | 18 | 39 | ? | -2 | 10%

Next section
SMILES | AmpC detergent | FBPA Giardia inh | Shiga toxin inh | HCMV inh | AmpC no deterg | CHX counter | AMA1-RON2 inh
COc1ccc2c(c1)c(=O)oc1cc(OCC(=O)NC3CC3)ccc12 | -13% | -6% | 3 | -33 | -12% | -1 | -8%
N#CC1=C(S)N(c2ccccc2)C(c2ccc(-c3cc(Cl)ccc3Cl)o2)NC1=O (stereo unspecified) | -15% | -21% | 8 | -12 | -54% | -1 | 19%
COc1ccc(NC(=O)CN2C(=O)NC(C)(C3CC3)C2=O)cc1S(=O)(=O)N1CCCCC1 (stereo unspecified) | ? | · | · | 0 | -45% | · | -11%
COC(=O)c1c(C)[nH]c(C(=O)C(C)OC(=O)C2=NNC(=O)CC2)c1C (stereo unspecified) | -8% | 2% | -8 | -7 | -3% | -3 | -4%
Cc1ccc(OCCN2CCN(C(=O)CCC(=O)Nc3nnc(C(C)C)s3)CC2)cc1 | 2% | 8% | 4 | -84* | 177%[activator] | 8 | -4%
CN(c1ccc(OCC(=O)OCC(=O)Nc2c(F)c(F)c(F)c(F)c2F)cc1)S(=O)(=O)c1ccc(F)cc1 | -4% | -6% | -4 | -8 | -38% | 1 | -5%[11.6 µM]
CCOc1ccccc1C1CC(c2cccc(NS(C)(=O)=O)c2)=NN1C(=O)c1ccccc1 (stereo unspecified) | -3% | 12% | 4 | 54 | -40% | -1 | -8%
